TTR transcr act = TTR transcription activators in neuroblastoma reporter cells, primary screen, cell-based, luminescence, SH-SY5Y, TTR promoter Gaussia luciferase; hit rate 1.3% among 92,000; activation, % at 16.7 µM; 100% = recombinant luciferase protein wells;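 active = activation above the mean of all tested compounds plus 3 SD, cut at about 9.5% in these data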;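 also: cells exposed to compounds for one day before reading; 0% = median of all test compound wells on the plate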
Starred values were filed as active, the others as inactive. This is a subset; rates above refer to the full screens.

smiles | TTR transcr act
C/C(=N\NC(=O)c1cc(-c2cccc(OC(C)C)c2)nc2ccccc12)c1cccnc1 | 8.4
CCc1noc(C)c1C(=O)Nc1cc(S(=O)(=O)N2CCCCC2)ccc1N(C)C | 11.0*
O=C(COC(=O)CNC(=O)c1ccccc1F)Nc1nnc(-c2ccccc2)o1 | 0.1
Cc1cccc2c(CCNC(=O)c3ccc([N+](=O)[O-])cc3)c[nH]c12 | 4.5
CN1CCOC(=O)/C1=N/Nc1cc(Cl)ccc1Cl | -1.2
COCCn1c(=O)[nH]c2cc(C(=O)N3CCN(c4cccc(Cl)c4)CC3)ccc2c1=O | 4.2
CCOC(=O)c1c(-c2ccccc2)csc1NC(=S)N(CC)CC | 0.0
COc1cc(/C=C/C(=O)Nc2ccc(C(C)=O)cc2)cc(OC)c1OC | 2.7
COc1ccc(N2CCC(CNC(=O)Nc3ccc(OC)cc3OC)C2)cc1 (stereo not given) | 0.1
COc1cc(/C=N/NC(=O)c2ccc(O)cc2)ccc1Oc1ccc([N+](=O)[O-])cn1 | -0.2
O=C(Cc1ccccc1)c1c[nH]c(C(=O)NCc2ccncc2)c1 | 2.4
COC(=O)c1[nH]c2cccc(OC)c2c1NC(=O)CCN1CCN(c2ccccc2F)CC1 | -3.5
CC(C)NC(=O)c1cc(C2CCCCN2C(=O)OCCF)on1 (stereo not given) | 2.1
CC(=O)Nc1cccc(/C(C)=N/NC(=O)c2cccc(S(=O)(=O)N3CCOCC3)c2)c1 | -1.5
CCc1nc2c(OCc3ccc(S(C)(=O)=O)cc3)cccn2c1N(C)C(=O)c1ccccc1F | -1.9
O=c1[nH]c(C2CCN(S(=O)(=O)c3ccc4c(c3)OCCO4)CC2)nc2c1nnn2Cc1cccc(F)c1 | -2.5
Cc1ccc(C(=O)CN2C(=O)NC3(CCc4ccccc43)C2=O)s1 (stereo not given) | -2.0
CCN(CC)CCC(=O)Nc1ccc2c(c1)N(C(=O)CN(CC)CC)c1ccccc1CC2 | -1.2
COc1ccc(CN2CCC(n3nccc3NC(=O)C3CCCC3)CC2)cc1 | -0.4
O=c1cc(O)nc(SCc2ccccc2Cl)[nH]1 | 1.3
Cc1cc(NC(=O)Cn2cnc3sccc3c2=O)no1 | 1.0
N/C(CCS(=O)(=O)c1ccc(Cl)cc1)=N\OC(=O)c1ccc(Cl)cc1 | -0.2
CC1=NN(c2ccccc2)C(=O)C1=C(C)C | -0.1
Cc1cc(C(=O)Nc2ccc(C)c(S(=O)(=O)N3CCOCC3)c2)c(C)o1 | 0.9
O=[N+]([O-])c1ccccc1C(=Nc1ccccc1)c1c(O)cc(O)cc1O | 1.4
CCOc1ccccc1NC(=S)N(CCN(C)C)C(C)c1ccncc1 (stereo not given) | -1.1
COc1ccc(CNS(=O)(=O)c2cc(Cl)ccc2N2CC[C@@H](O)C2)cc1 | -1.7
O=C(COC(=O)C1CC(O)CN1S(=O)(=O)c1ccccc1[N+](=O)[O-])c1ccc[nH]1 (stereo not given) | 1.4
OC(COC(c1ccc(Cl)cc1)c1ccc(Cl)cc1)CN1CCN(c2ccccn2)CC1 (stereo not given) | -0.5
Cc1oc(/N=C/c2ccccc2O)c(C#N)c1C | 2.5
COc1ccc(C(C(=O)NCC2CCCO2)N(C(=O)Cn2nnc3ccccc32)c2ccccc2C(C)=O)cc1OC (stereo not given) | 1.2
Cc1cccc(C)c1N1C(=O)c2cccc([N+](=O)[O-])c2C1=O | 2.0
Cc1c(NC(=O)C2CCCCN2S(=O)(=O)c2ccc(Cl)cc2)c(=O)n(-c2ccccc2)n1C (stereo not given) | -0.5
CC(C)OCCCNc1ncc2c(n1)CC(c1cccs1)CC2=O (stereo not given) | 2.5
O=C(/C=C/c1ccccc1)NNC1=NS(=O)(=O)c2ccccc21 | -1.8
O=C(CSc1cccc[n+]1[O-])Nc1c(Br)cc([N+](=O)[O-])cc1Br | 2.9
O=C(COC(=O)c1ccc(O)cc1O)Nc1ccc2ccccc2c1 | 21.2*
CCOc1ccccc1N1CCN(C(=O)CNC(=O)c2ccccc2F)CC1 | -1.2
CCS(=O)(=O)N1N=C(c2cccc(NS(C)(=O)=O)c2)CC1c1ccccc1 (stereo not given) | 1.0
Cc1ccc(-n2nnc(-c3nccs3)n2)cc1 | 4.0
Cc1occc1C(=O)N/N=C/c1ccc(OCc2ccccc2)cc1 | -2.7
CCOC(=O)N1CCN(c2cc(=O)n(C)c(=O)n2C)CC1 | -0.6
O=C1c2cccc3cccc(c23)N1Cc1ccc(F)cc1 | 0.2
Cc1ccc(NC(=O)CSc2nc3ccccc3c3nc(CCc4c(C)n[nH]c4C)nn23)cc1F | -0.2
Cc1ccc(-n2c(SCc3nc4ccccc4c(=O)[nH]3)nnc2-c2ccccc2O)cc1 | -0.4
CC1=NCC(C)c2c1[nH]c1ccccc21 (stereo not given) | -0.1
CCCCN1C(=O)C(CC(=O)NCCN2CCOCC2)CC(C(=O)N(C(C)C)C(C)C)=C1C (stereo not given) | 0.3
COc1ccc(S(=O)(=O)N2CCCCCC2)cc1C(=O)NCc1cccs1 | -0.2
O=C(CCN1C(=O)C2C3C=CC(C4CC34)C2C1=O)OCC(=O)c1ccccc1 (stereo not given) | 0.2
CCC(/C=C1\Sc2ccc(OC)cc2N1CCO)=C\c1sc2ccc(OC)cc2[n+]1CCO | -0.6

Remaining list, next part
smiles | TTR transcr act
COc1ccc(O)cc1CN1CCN(c2ncc(Cc3ccccc3)cn2)CC1 | -0.8
S=c1nc2ccccc2c2nc(-c3cccnc3)[nH]n12 | 0.8
CN=C1SC(CC(=O)Nc2ccc(F)cc2F)C(=O)N1/N=C(\C)c1cccc(OCC(=O)O)c1 (stereo not given) | -2.3
O=C(CSc1nc2ccccc2o1)NCCOc1ccccc1 | -0.9
O=C(CN1CCCC1)Nc1cc(F)ccc1F | 1.1
COc1cccc(NC(=O)N2CCCC(C(=O)Nc3ccccc3OC)C2)c1 (stereo not given) | -0.1
CC(C)c1nc2sc(C(=O)O)c(N)c2c2c1CCCC2 | 2.6
CCc1cc2c3c(c1)C1(C(=O)N3C(C)(C)CC2C)C(C#N)=C(N)N2C(=C1C#N)Nc1ccccc12 (stereo not given) | -2.5
CN(C)/C=C/C(=O)c1ccc(Br)s1 | 1.5
COC(=O)c1ccc(NC(=O)CCn2c(=O)oc3ccccc32)cc1 | -1.6
CCN(C(=O)COC(=O)c1[nH]c(C)c(C(C)=O)c1C)C1CCS(=O)(=O)C1 (stereo not given) | 5.9
Cc1cccc(C)c1NC(=O)c1cc(S(=O)(=O)N2CCOCC2)ccc1F | -2.3
COc1ccc(OCCN2CCN(C3CC(=O)N(CCC(C)C)C3=O)CC2)cc1 (stereo not given) | -0.7
CCCCNc1nc2sc3c(c2c(=O)n1-c1cccc(Cl)c1)CCN(C)C3 | 101.8*
Cc1ccc(NC(=O)CCNS(=O)(=O)c2ccc3c(c2)CCC(=O)N3)cc1C | 1.9
CC1(c2nnnn2Cc2ccccc2)CCC(=O)N1C1CC1 (stereo not given) | 1.3
COc1ccc(C(=O)CSc2nnc(CCc3ccccc3)n2-c2ccccc2)cc1 | 0.3
OCCNCCSc1ccc(Cl)cc1 | 0.4
CCC(=O)Nc1ccc(Br)c(Cl)c1 | -1.0
CCOC(=O)CSc1ccc2nnc(-c3ccccc3)n2n1 | 3.3
Oc1cc(Nc2ccccc2)cc2cccnc12 | 3.0
COc1cccc(CN2CCNC(=O)C2CC(=O)NCCOc2cccnc2)c1 (stereo not given) | 4.7
CCOC(=O)C(NC(=O)c1ccc(F)cc1)(Nc1nnc(C)s1)C(F)(F)F (stereo not given) | 1.4
COC(C(=O)Nc1ccc(F)cc1)c1ccccc1 (stereo not given) | 3.6
COc1cc(C(=O)NC2CCCc3ccccc32)ccc1OCC(=O)Nc1ccc(F)cc1 (stereo not given) | -1.1

(list continues)
molecule	TTR transcr act
CC(/C=C/c1ccc(N(C)C)cc1)=N/N=C1/NC(=O)CC(C(=O)Nc2ccc(Cl)cc2)S1 (stereo not given)	0.8
O=C(NCc1ccccn1)C1CCN(S(=O)(=O)c2cnc[nH]2)CC1	-2.2
CC(C)c1nc2cc(C(=O)N(C)Cc3ccc(F)cc3)ccc2o1	-1.7
COc1cccc2cc(-c3ccccc3)c(=O)oc12	-0.4
COc1cc(N=C(N)N=C(N)N)cc(OC)c1	1.8
Cc1ccc(C(=O)O/N=C2/CC3CCC2(C)[C@@]3(C)CBr)cc1 (stereo not given in full)	-1.2
COc1ccc(OC)c(S(=O)(=O)Nc2ccc(Oc3ccccc3)cc2)c1	1.9
NS(=O)(=O)c1ccc(NC(=O)C(=O)NCCC(=O)O)cc1	1.4
Cc1ccc(CSCC(=O)NCc2cccnc2)cc1	1.7
CCOC(=O)c1c(C)[nH]c(C(=O)COC(=O)CNS(=O)(=O)c2ccc(C)cc2)c1C	0.8
COc1cc(OC)cc(C(=O)NCCSc2c[nH]c3ccccc23)c1	-1.7
COc1cc(C2C(C#N)=C(N)OC3=C2C(=O)CCC3)cc(OC)c1OC(=O)N1CCOCC1 (stereo not given)	2.6
Cc1cccc(NC(=O)c2ccoc2C)n1	-1.2
CC1(C2CC(C(F)(F)F)n3nc(C(=O)O)cc3N2)CC1 (stereo not given)	2.7
CC(C)c1ccc(NC(=O)CSc2n[nH]c(=O)n2-c2ccc3c(c2)OCCO3)cc1	1.1
Nc1nonc1NC(=O)NN=C1CCCCC1	8.6
N#Cc1c(NC(=O)COC(=O)c2ccc(F)cc2)sc2c1CCC2	-2.2
COc1ccc(/C(N)=N/OC(=O)Cc2ccccc2OC)cc1	2.6
Cc1ncc(S(=O)(=O)c2ccc(Cl)cc2)c(N)n1	-1.7
CCCc1nc(NC(C)=O)c(C#N)c(-c2ccco2)c1CC	-1.1
CC1CN(N=Cc2ccc([N+](=O)[O-])o2)C(=N)O1 (stereo not given)	0.7
CC1C=Cc2ccccc2N1C(=O)c1ccccc1 (stereo not given)	-2.8
O=c1[nH]c2ccccc2c(=O)c2ccccc12	1.1
CC(=O)c1cc2c(cc1NS(=O)(=O)c1ccccc1F)OCO2	0.4
Cc1cccc2c(=O)c(-c3ccc(Cl)cc3)c(NC(=O)c3ccco3)oc12	0.1
CCN(CC)CCCNC(=S)N(Cc1cccnc1)Cc1cc2cc(C)cc(C)c2[nH]c1=O	-0.3
COc1ccc(NC(=S)Nc2ccc(Oc3ccccc3)cc2)cc1	6.1
NC(=O)N/N=C/c1cn(CC(=O)Nc2ccc(F)cc2)c2ccccc12	-1.1
CC(=O)c1ccc(N(CC(=O)NCC2CCCO2)C(=O)CCC(=O)Nc2cc(C)on2)cc1 (stereo not given)	2.2
O=C(Cc1cccc(C(F)(F)F)c1)NCc1cccc(Cl)c1	6.9
CN1CCN(CC(=O)Nc2c(C#N)cnn2-c2ccccc2)CC1	1.4
Cc1ccccc1OCC(=O)NCCNC(=O)c1ccncc1	0.8
C[C@@H]1COC(=O)[C@@H](CC(=O)OC(C)(C)C)C/C=C\C[C@@H](CC(=O)N[C@H](CO)Cc2ccccc2)C(=O)N1	-1.1
Cc1occc1C(=O)N/N=C/C1=C(N2CCOCC2)C(=C\c2ccc(Cl)cc2)/CC1	-1.1
C[C@H](CO)N1C[C@H](C)[C@@H](CN(C)CC2CCCCC2)Oc2c(NC(=O)CCC(F)(F)F)cccc2C1=O	-1.4
CC(C)CNc1nc(Oc2ccc(=O)n(-c3ccccc3)n2)nc(N2CCOCC2)n1	2.0
COc1ccc(OCc2nnc(SCC(=O)NCc3ccco3)o2)cc1	-0.5
O=C(Cn1cnc2ccccc2c1=O)c1ccc(Cl)cc1	4.6
Cc1ccc(S(=O)(=O)N2C=C(c3ccccc3)c3ccccc3-c3ccccc32)cc1	3.3
O=c1cc(-c2ccc(O)c(O)c2)oc2c1ccc1ccccc12	-1.0
CCOC(=O)CSc1nc2cccnc2n1C	-0.3
COc1cc(CCC(=O)Nc2c(C(=O)N3CCN(c4ccccc4)CC3)oc3ccccc23)on1	1.3
COc1ccc(C2CCCN2C(=O)Nc2ccc(Cl)cc2)cc1OC (stereo not given)	-3.5
COc1cc2c(cc1OC)-c1cc(Nc3ccc(C)cc3)nc(=O)n1CC2	-3.4
CCn1c(=O)n2n(c1=O)[C@H]1C[N+](Cc3ccc4c(c3)OCO4)=C(N)NC1=C(C)C2	0.5
COc1ccc(/C=N/NC(=O)C(=O)N2CCCCCC2)cc1[N+](=O)[O-]	-0.2
O=C(COC(=O)c1cccc(OC(F)F)c1)Nc1cccc(S(=O)(=O)N2CCCC2)c1	1.5
Cc1ccc2cc(CCNS(=O)(=O)c3ccc(Br)cc3)c(=O)[nH]c2c1C	-1.5
Cn1c(CNc2nc(-c3ccccc3)cs2)nnc1SCC(=O)c1ccccc1	2.0

Grouped by structure, the entries above containing an aryl thioether with sulfur outside any ring (13)
molecule	TTR transcr act
O=c1cc(O)nc(SCc2ccccc2Cl)[nH]1	1.3
O=C(CSc1cccc[n+]1[O-])Nc1c(Br)cc([N+](=O)[O-])cc1Br	2.9
Cc1ccc(NC(=O)CSc2nc3ccccc3c3nc(CCc4c(C)n[nH]c4C)nn23)cc1F	-0.2
Cc1ccc(-n2c(SCc3nc4ccccc4c(=O)[nH]3)nnc2-c2ccccc2O)cc1	-0.4
O=C(CSc1nc2ccccc2o1)NCCOc1ccccc1	-0.9
COc1ccc(C(=O)CSc2nnc(CCc3ccccc3)n2-c2ccccc2)cc1	0.3
OCCNCCSc1ccc(Cl)cc1	0.4
CCOC(=O)CSc1ccc2nnc(-c3ccccc3)n2n1	3.3
COc1cc(OC)cc(C(=O)NCCSc2c[nH]c3ccccc23)c1	-1.7
CC(C)c1ccc(NC(=O)CSc2n[nH]c(=O)n2-c2ccc3c(c2)OCCO3)cc1	1.1
COc1ccc(OCc2nnc(SCC(=O)NCc3ccco3)o2)cc1	-0.5
CCOC(=O)CSc1nc2cccnc2n1C	-0.3
Cn1c(CNc2nc(-c3ccccc3)cs2)nnc1SCC(=O)c1ccccc1	2.0

Screens: PubChem, The Scripps Research Institute Molecular Screening Center
